High-throughput results from PubChem.
MrgX1 ag – activates human MrgX1 receptor signaling; Q96LB2; MrgX1-HEK293 cells, Fluo-4 calcium fluorescence, agonist mode; active compounds read high; B-score at 10 µM; actives 0.44% (n = 310,000);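 active means calcium response B-score plate-corrected fluorescence ratio at least 3 library SD, with starting fluorescence B-score inside 5 SD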
Target sequence (Q96LB2 whole entry, looked up): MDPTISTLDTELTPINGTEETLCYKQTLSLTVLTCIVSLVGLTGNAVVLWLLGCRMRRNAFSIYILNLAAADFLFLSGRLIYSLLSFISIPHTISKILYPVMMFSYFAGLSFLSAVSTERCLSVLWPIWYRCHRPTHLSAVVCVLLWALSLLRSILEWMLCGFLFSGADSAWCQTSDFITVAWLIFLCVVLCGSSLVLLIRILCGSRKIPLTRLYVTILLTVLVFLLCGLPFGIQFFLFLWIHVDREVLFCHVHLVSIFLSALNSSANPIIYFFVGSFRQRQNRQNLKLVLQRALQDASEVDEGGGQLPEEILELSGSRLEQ
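System: HEK293 cells stably expressing human MrgX1 receptor; Dosing: test compound in the initial addition of three; Schedule: overnight plating, then 30 min 37 °C plus 30 min room-temperature dye loading; Detection: kinetic calcium dye fluorescence, Fluo-4 NW; Controls: per-plate positive and negative controls for Z′ factor.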
MrgX1 PAM – human MrgX1 positive allosteric modulation, primary screen; Q96LB2; MrgX1-HEK293, Fluo-4 calcium flux, FDSS; active compounds read high; B-score at 10 µM; actives 0.63% (n = 310,000);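 active means plate-corrected calcium response at least 3 library SD above typical, normal starting fluorescence, not activating the receptor alone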;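 further: compound read alongside a low EC10 to EC30 dose of BAM8-22 agonist; peak minus trough fluorescence over baseline measured at the second addition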
SKKanGAS inh – inhibitors of SKKanGAS S. pyogenes growth in kanamycin (SK-promoter or general growth effect) | inhibition, % at 7.5 µM | BacTiter-Glo, 6 h | actives 1.3% (n = 300,000);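 active means mean replicate score, as percent of positive control median, at least 50; inconclusive means mean below 50 but one replicate at or above 50; inactive means mean and every replicate below 50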;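 further: strain carries kanamycin resistance gene driven by streptokinase promoter and grows in 40 µg/ml kanamycin; loss of luminescence reflects streptokinase promoter inhibition or plain growth inhibition; 0% = median of DMSO wells and 100% = positive control at its reference dose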
MrgX1 antag – antagonists of human MrgX1 receptor; Q96LB2; MRGX1-HEK293 calcium flux, Fluo-4, BAM8-22 antagonism; active compounds read low; B-score at 10 µM; actives 1.3% (n = 310,000);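 active means calcium-response B-score plate-corrected more than 3 library SD below zero, starting fluorescence within 5 deviations, no agonist response on first addition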;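 further: peak minus trough fluorescence over baseline after final BAM8-22 challenge near maximal dose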
TRPC6 activator – activators of mouse TRPC6 channel; Q61143; AID 2550; actives 0.13% (n = 310,000); B-score at 10 µM; HEK293-TRPC6 membrane potential dye fluorescence; active compounds read high;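 active means B-score of the integrated fluorescence ratio above library mean plus 3 SD, and starting fluorescence ratio within library mean plus 5 SD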;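 further: higher score means more depolarization so channel activation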
TMEM16A inh – mouse TMEM16A channel inhibition, primary screen; HEK293 TMEM16A/YFP iodide influx fluorescence, ionomycin; normalized B-score (activity score, 25-100; higher = stronger inhibition) at 10 µM; actives 1.2% (n = 310,000); AID 588511;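 active means ratio plate-corrected score three or more library SD toward inhibition, starting fluorescence score within five deviations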;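 further: score derived from kinetic fluorescence span divided by baseline fluorescence per well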
ANO1 activ – mouse TMEM16A channel activation, primary screen | Q8BHY3 | HEK293 TMEM16A/YFP-H148Q/I152L, iodide quench fluorescence; active compounds read low | B-score at 10 µM | actives 0.3% (n = 340,000) | AID 623877;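 active means fluorescence-ratio B-score plate-corrected deviation score at least 3 library SD below zero, with starting fluorescence score within 5 deviations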;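 further: channel opened by trigger with iodide after compound preincubation; score built on the fluorescence ratio of max minus min over baseline; more negative score means more quench and so TMEM16A activation or potentiation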
TRPC4 act – opens the mouse TRPC4 cation channel. Q9QUQ5. HEK293 TRPC4beta/mu-opioid, Fluo4 calcium fluorescence; active compounds read high. B-score at 10 µM. actives 0.49% (n = 310,000). AID 2237;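 active means B-score above 5 SD of library B-scores, and initial fluorescence ratio not above library mean plus 5 SD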;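 further: positive B-score marks a calcium rise read as TRPC4 activation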
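Assay system: HEK293 stable line with TRPC4beta plus mu-opioid receptor; schedule: 45 min room-temperature Fluo4 loading, 110 s read; technique: kinetic Fluo4 calcium fluorescence; evaluation: integrated baseline-normalised fluorescence ratio, converted to per-well B score; controls: buffer (low) and maximal DAMGO (high)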
TRPC4 PAM – TRPC4 (mouse) allosteric potentiation; actives 0.42% (n = 310,000); Q9QUQ5; AID 2227; B-score at 10 µM; HEK293 TRPC4beta/mu-opioid, DAMGO EC20, Fluo-4 Ca2+ flux; active compounds read high;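 active means B-score of calcium response area above 5 SD of library B-scores, with initial fluorescence ratio within 5 SD of library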;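 further: B-score of integrated fluorescence ratio over time as area under calcium response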
TRPC6 inhibitor – inhibitors of mouse TRPC6 channel; Q61143; HEK293-TRPC6, membrane potential dye, ACh-evoked depolarization; active compounds read low; B-score at 10 µM; actives 1.1% (n = 310,000); AID 2553;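 active means B-score under library mean minus 3 SD, initial fluorescence not abnormally high, positive integrated signal ratio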;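 further: B-score derived from integrated fluorescence ratio over the kinetic read; more negative B-score means stronger inhibition of depolarization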
TRPC4 inh – TRPC4 (mouse) channel inhibition | actives 0.39% (n = 300,000) | Q9QUQ5 | B-score at 10 µM | AID 2247 | HEK293 TRPC4beta/mu-opioid, DAMGO-evoked Fluo4 calcium flux; active compounds read low;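 active means B-score over 3 SD under the library average, no early fluorescence shift, positive overall ratio signal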
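Material: HEK293 cells with stable TRPC4beta plus mu-opioid receptor expression / Probe or stimulus: DAMGO in two steps, submaximal then maximal / Compound: single concentration per test compound / Technique: kinetic Fluo4 fluorescence imaging of calcium influx / Read-out: per-well B score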
Numbers without * were called inactive; i = inactive; ? = inconclusive; nt = no result given.

Below each compound: MrgX1 ag	MrgX1 PAM	TRPC4 PAM	TRPC4 act	TRPC6 activator	TRPC6 inhibitor	TMEM16A inh	MrgX1 antag	TRPC4 inh	SKKanGAS inh	ANO1 activ
N=c1oc2ccc(Br)cc2cc1C(=O)NC1CCCCCC1
→ i	i	i	i	i	i	i	i	i	15.1	i
CC(=O)OC(COc1ccc(F)cc1)Cn1cnc2ccccc21 (stereo unspecified)
→ i	i	i	i	i	i	i	i	i	2.2	i
Cc1ccccc1Oc1ccc(NC(=O)C2CC=CCC2C(=O)O)cc1 (stereo unspecified)
→ i	i	i	i	i	i	i	i	i	-10.1	i
Cc1cc(=O)oc(C)c1C(=O)Nc1c(C)n(C)n(-c2ccccc2)c1=O
→ i	i	i	i	i	i	i	i	i	2.6	i
CCCC(=O)Oc1ccc(N(C(=O)CCC)S(=O)(=O)c2cccs2)cc1
→ i	i	i	i	i	i	i	i	i	-8.9	i
COc1ccc(N2CCN(C(=O)c3ccc4c(c3)NC(=O)C(CSCc3c(F)cccc3Cl)N4)CC2)cc1 (stereo unspecified)
→ i	i	i	i	i	i	i	i	i	8.9	nt
Cc1cc(N2CCN(C)CC2)nc2ccc(NC(=S)NC3CC3)cc12
→ i	i	i	i	i	i	i	i	i	-2.4	i
CCN1CCN(CCCNC(=O)C2CCN(c3nnc(-n4c(C)ccc4C)s3)CC2)CC1
→ i	i	i	i	i	i	i	i	i	-1.5	i
CC1(C)N(OCc2ccccc2)C(=O)C(=O)N(OCc2ccccc2)C1(C)C
→ i	i	i	i	i	i	i	i	i	-5.5	i
CCC(CO)[n+]1c(C)cc(/C=C2\Sc3ccccc3N2Cc2ccccc2)cc1C (stereo unspecified)
→ i	i	nt	nt	nt	nt	i	i	nt	nt	i
CCCn1c(=O)c(C(=O)Nc2cccc(C)n2)c(O)c2ccccc21
→ i	i	i	i	i	i	i	i	i	-7.8	i
COc1ccc(OC)c(Nc2cc(C)nc3ccccc23)c1
→ i	i	i	i	i	i	i	i	i	2.2	i
CS(=O)(=O)c1ccc2nc(NC(NC(=O)c3ccco3)(C(F)(F)F)C(F)(F)F)sc2c1
→ i	i	i	i	i	i	i	i	i	4.5	i
COc1ccc(NC(c2ccccc2)c2ccncc2)cc1 (stereo unspecified)
→ i	i	i	i	i	i	i	i	i	8.8	i
Cc1cc(C)n(S(=O)(=O)c2ccc(C)c(C)c2C)n1
→ i	i	i	i	i	i	i	i	i	8.9	i
COc1ccccc1C(=O)NC(=O)COC(=O)c1nc(Cl)ccc1Cl
→ i	i	i	i	i	i	i	i	i	-4.7	i
COc1nc(NS(=O)(=O)c2ccc(C)cc2)nc(C)c1Cl
→ i	i	i	i	i	i	i	i	i	10.6	i
COCCN(CCOC)c1cc(C)c(C#N)c2nc3ccccc3n12
→ i	i	i	i	i	i	i	i	i	-0.8	i
CCOC(=O)c1c(C)[nH]c(C(=O)COC(=O)c2ccc(O)cc2O)c1C
→ i	i	i	i	i	i	i	i	i	37.2	i
CCc1ccc(/C=N/NC(=O)c2cc(C3CC3)nc3ccc(Br)cc23)s1
→ i	i	i	i	i	i	i	i	i	27.1	i
Cc1onc(C(=O)NC2CCCCC2)c1[N+](=O)[O-]
→ i	i	i	i	i	i	i	i	i	1.3	i
Cc1ccc(S(=O)(=O)N2CCN(C(=O)CSc3cc(C)ccc3C)CC2)c(C)c1
→ i	i	i	i	i	i	i	i	i	-6.0	i
CC(=O)NC(C)c1nc2ccccc2n1CC(=O)N1C(C)CCCC1C (stereo unspecified)
→ i	i	i	i	i	i	i	i	i	3.7	i
COc1ccc(/C=N/NC(=O)c2ccc(CSc3nncn3C)cc2)cc1OC
→ i	i	i	i	i	i	i	i	i	-0.8	i
CN(Cc1cccnc1)C(=O)CC1C(=O)NCCN1Cc1ccc(-c2ccccc2)cc1 (stereo unspecified)
→ i	i	i	i	i	i	i	i	i	2.4	i
Nc1[nH]ncc1C(=O)Nc1cccc(C(F)(F)F)c1
→ i	i	i	i	i	i	i	i	i	13.8	i
CCc1nnc(NC(=O)C2CCN(c3nc(C)cc(C)n3)CC2)s1
→ i	i	i	i	i	i	i	i	i	-7.4	i
Cc1ccsc1C1Nc2ccc3ncccc3c2C2=C1C(=O)CCC2 (stereo unspecified)
→ i	i	i	i	i	i	i	i	i	0.9	i
C[C@H](NC(=O)C1CCN(S(=O)(=O)c2ccccc2)CC1)C(=O)NCc1ccc(Cl)c(Cl)c1
→ i	i	i	i	i	i	i	i	i	0.7	i
COc1ccc(C=O)cc1Cn1ccnc1
→ i	i	i	i	i	i	i	i	i	-12.2	i
CC(Oc1ccc2c(-c3ccccc3)cc(=O)oc2c1)C(=O)N1CCC[C@@H]1C(N)=O (stereo partly specified)
→ i	i	i	i	i	i	i	i	i	2.7	i
COC(=O)c1ccc(-c2nc3ccc(C)cc3o2)cc1
→ i	i	i	i	i	i	i	i	i	-1.7	i
Cc1nnc(N/N=C/c2ccc(Br)cc2)n1N
→ i	18.1*	i	i	i	i	i	i	i	-0.6	i
Nc1c(C(=O)Nc2cccc(F)c2)nnn1-c1ccc2c(c1)OCCO2
→ i	i	i	i	i	i	i	i	i	3.0	i
COc1ccc(OC)c(NC(=O)c2cccnc2)c1
→ i	i	i	i	i	i	i	i	i	-1.8	i
Cc1ccc(S(=O)(=O)N(C)CC(=O)Nc2nnc(CC(C)C)s2)cc1
→ i	i	i	i	i	i	i	i	i	1.6	i
CN(C(=O)c1ccc(N2CCCCC2)c([N+](=O)[O-])c1)C1(C)CCS(=O)(=O)C1 (stereo unspecified)
→ i	i	i	i	i	i	i	i	i	-2.5	i
COc1cc(NC(=O)Cn2nnc(-c3ccccc3N)n2)cc(OC)c1
→ i	i	i	i	i	i	i	i	i	2.0	i
N#CC(c1ccc(F)cc1)c1ccc(C(=O)c2ccccc2)cc1 (stereo unspecified)
→ i	i	i	i	i	i	100*	i	i	17.7	i
CC(COc1ccc(C(C)C)cc1)NC(=O)c1ccc(Br)o1 (stereo unspecified)
→ i	i	i	i	i	i	i	i	i	?	i
CC(=O)c1cccc(N(CC(=O)Nc2cccnc2)S(C)(=O)=O)c1
→ i	i	i	i	i	i	i	i	i	0.3	i
C/C(=N\NC(=O)c1nn(C)cc1Br)c1cccc(NC(=O)C2CCCC2)c1
→ i	i	i	i	i	i	i	i	i	19.1	i
COc1ccc(C(=O)Nc2cc(OC)c(NC(=O)c3ccco3)cc2OC)cc1
→ i	i	i	i	i	i	i	i	i	2.0	i
CCc1cc2c(Nc3ccc(O)cc3)nc(C)nc2s1
→ i	i	i	i	i	i	i	i	i	10.7	i
O=C(C(=O)c1ccc(O)cc1)c1ccccc1
→ i	i	i	i	i	i	i	i	i	3.8	i
CC(C)CCN(C)C1CCN(S(=O)(=O)c2cccc(C(F)(F)F)c2)CC1
→ i	i	i	i	i	i	i	i	i	-0.2	i
C=C(C)COc1ccc(-c2[nH]ncc2-c2ccc(OC)cc2)c(O)c1
→ i	i	i	i	i	i	i	i	i	74.8*	i
COc1ccc(OC)c(S(=O)(=O)NC(C)c2cnn(-c3ccccn3)c2C)c1 (stereo unspecified)
→ i	i	i	i	i	i	i	i	i	-2.6	i
O=C(O)c1cnc(-c2ccccc2)nc1Oc1ccccc1
→ i	i	i	i	i	i	i	i	i	-10.5	i
CCCNC(=S)N1CCC(c2nc3cc(C)c(C)cc3[nH]2)CC1
→ i	i	i	i	i	i	i	i	i	16.8	i

Going on with the list.
Below each compound: MrgX1 ag	MrgX1 PAM	TRPC4 PAM	TRPC4 act	TRPC6 activator	TRPC6 inhibitor	TMEM16A inh	MrgX1 antag	TRPC4 inh	SKKanGAS inh	ANO1 activ
CCN(CC)Cc1c(O)ccc2cc(-c3nc4ccccc4n3C)c(=O)oc12
→ i	i	i	i	i	i	i	i	i	-1.4	i
COc1ccc(CC(=O)NC(C)c2nnc(SCCOc3ccc(OC)cc3)n2C)cc1 (stereo unspecified)
→ i	i	i	i	i	i	i	i	i	-5.0	i
O=C(NCCc1c[nH]c2ccccc12)c1cnc2sccn2c1=O
→ i	i	i	i	i	i	i	i	i	-2.3	i
Cc1ccc(NS(=O)(=O)c2ccc(-c3coc(C)n3)cc2)c(Br)c1
→ i	i	i	i	i	i	i	i	i	1.6	i
COc1ccc(S(=O)(=O)N(c2onc(C)c2Cl)S(=O)(=O)c2ccc(OC)cc2)cc1
→ i	i	i	i	i	i	i	i	i	-0.8	i
CC(C)CNC(=O)c1ccccc1NC(=O)c1ccccc1N(C)S(C)(=O)=O
→ i	i	i	i	i	i	i	i	i	-0.9	i
COc1ccc(C(=O)NCC(=O)NCCc2c[nH]c3ccccc23)cc1OC
→ i	i	i	i	i	i	i	i	i	-5.0	i
CN(CC(=O)N1CCN(c2ccccc2)CC1)C1CCCc2ccccc21 (stereo unspecified)
→ i	i	i	i	i	i	i	i	i	5.8	i
CCSc1n[nH]c2nc3c(c(=O)n12)C1(CCCCC1)Cc1ccccc1-3
→ i	i	i	i	i	i	i	i	i	-5.9	i
O=C(O)c1cc(-c2cccc(Cl)c2)nc2nc(N3CCCCC3)sc12
→ i	i	i	i	i	i	i	i	i	28.5	i
CC(=O)Nc1ccc(OCC(O)CNC2CCCC2)cc1 (stereo unspecified)
→ i	i	i	i	i	i	i	i	i	-1.4	i
O=C(CCn1c(=O)oc2ccccc21)Nc1cccc(Br)c1
→ i	i	i	i	i	i	i	i	i	-4.0	i
Brc1ccc(C[n+]2ccccc2)cc1
→ i	i	i	i	i	i	i	i	i	-3.3	i
Cc1nn(-c2ccccc2)c(C)c1/C=N/NC(=O)CSc1nnc(SCc2cccc3ccccc23)s1
→ i	i	i	i	i	i	i	i	i	15.0	i
Cc1ccccc1CN1CCN(S(=O)(=O)c2ccc(Cl)s2)CC1
→ i	i	i	i	i	i	i	i	i	19.2	i
CCOc1ccc(C(=O)O/N=C(\N)c2ccccn2)cc1OCC
→ i	i	i	i	i	-5.86*	i	i	i	-7.1	i
O=C(C1CCN(C2CCN(C/C(Cl)=C/c3ccccc3)CC2)CC1)N1CCOCC1
→ i	i	i	i	i	i	i	i	i	-2.6	i
